Screens from PubChem.
SMN2 splice enh = SMN2 splice variant enhancement; 210,000 tested, 2.8% active; AID 1458; HEK293 SMN2-luciferase splicing reporter, luminescence, 30-36 h; Potency, µM (titrated, usually from 46.1 µM), inactives show top-dose activity change, positive = activation, most hits filed as activators; note: % of control where 0% means no effect; nearly all actives have a fitted effect of over 55% in size
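HEK293 cells carry an SMN2 […]–luciferase reporter in which exon 7 inclusion puts luciferase in frame. Cells were plated 10-12 h before compound addition, then incubated 30-36 h at 37C. ONE-Glo luminescence was read; sodium butyrate at 4.5 mM final served as control.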
ALDH1A1 block = ALDH1A1 (human) enzyme inhibition; P00352; Purified ALDH1A1, NADH fluorescence, propionaldehyde substrate; Potency, µM (top dose mostly 75.3 µM), for inactives: at the top dose activity, negative = inhibition, most hits filed as inhibitors; 220,000 tested, 7.3% active; AID 1030; active = well fitted inhibition curve with a large enough effect, not every such curve was filed as active; inconclusive = small, poorly fitted or top-dose-only effect, or another doubt; inactive = no such curve, though single readings can be large or run the other way;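 note: plate controls were no enzyme wells and a reference inhibitor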
L3MBTL1 inh = blocks human L3MBTL1; AlphaScreen L3MBTL1–H3K9me1 peptide binding; 230,000 tested, 0.66% active; Q9Y468; Potency, µM (titrated, usually from 57.1 µM), for inactives: top-dose activity, negative = inhibition, hits mostly inhibitors; note: % is set by controls: 0 for no effect and ±100 for the full control effect; nearly all actives have a fitted effect of over 60% in size
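L3MBTL1 50 nM + b-AHA-H3(1-15)K9me1 75 nM, 30 min RT; compound added, 30 min RT; streptavidin donor/Ni-chelate acceptor beads 10 ug/mL each final, 30 min RT dark; AlphaScreen read.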
Luc counter = Kinase-Glo luciferase inhibition (counter-screen); Kinase-Glo luciferase, ATP luminescence, 8 min; AID 1379; 200,000 tested, 0.28% active; Q27757; Potency, µM (top dose mostly 38.3 µM), without a hit: top-dose activity change, negative = inhibition, usual class: inhibitors; note: % is set by controls: 0 for no effect and ±100 for the full control effect; nearly all actives have a fitted effect of over 60% in size
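Kinase-Glo luciferase light output from ATP and luciferin was measured with 10 uM ATP, within the enzyme's linear range. Buffer: 50 mM imidazole pH 7.2, 50 mM KCl, 7 mM MgCl2, 0.01% Tween 20, 0.05% BSA; luminescence read after 8 min at ambient temperature.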
Tau fibril ThT = tau fibrillization inhibition (ThT binding) | P10636 | recombinant tau K18 P301L, heparin-induced fibrillization, ThT fluorescence | Potency, µM (top dose mostly 57.4 µM), for inactives: at the highest dose activity, negative = inhibition, actives largely listed as inhibitors | 270,000 tested, 2.1% active | AID 1460; note: % is set by controls: 0 for no effect and ±100 for the full control effect; nearly all actives have a fitted effect of over 55% in size
Target sequence (P10636 561-689 P618L limits assumed): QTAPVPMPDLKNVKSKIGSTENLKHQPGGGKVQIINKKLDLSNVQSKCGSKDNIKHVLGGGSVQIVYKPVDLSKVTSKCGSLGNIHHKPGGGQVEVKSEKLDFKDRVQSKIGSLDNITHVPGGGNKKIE
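ThT emission at 510 nm, taken 1 hr after adding 30 uM dye, quantifies aggregates formed when 20 uM heparin acts on human tau K18 P301L for 6 hr at 37 C.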
JMJD2E inh = blocks human JMJD2E demethylase activity; B2RXH2; JMJD2E catalytic domain, FDH-coupled NADH fluorescence (FDH is formaldehyde dehydrogenase); Potency, µM (highest dose often 57.1 µM), for the others: at the highest dose activity change, negative = inhibition, most hits filed as inhibitors; 230,000 tested, 1.6% active; active = well fitted inhibition curve with a large enough effect, not every such curve was filed as active; inconclusive = small, poorly fitted or top-dose-only effect, or another doubt; inactive = no such curve, though single readings can be large or run the other way;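 note: 0% = wells with enzyme and -100% = buffer wells without enzyme; nearly all actives have a fitted effect of over 50% in size; many of its hits are not listed in these tables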
LMNA splice mod = changes lamin A minigene splicing in HeLa cells | HeLa LMNA splicing GFP/RFP minigene ratio, 48 h | Potency, µM (top dose mostly 46.1 µM), for inactives: at the highest dose ratio change, negative = inhibition, hits mostly inhibitors | 200,000 tested, 0.01% active | AID 1487; active = well fitted inhibition curve with a large enough effect in the signal ratio, with a control signal flat, not every such curve was filed as active; inconclusive = small, poorly fitted or top-dose-only effect, or effect the other way, or a change in a side signal; the % refers to the signal ratio; note: % is set by controls: 0 for no effect and ±100 for the full control effect
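S3 HeLa stable clones carrying a lamin A-EGFP splicing minigene plus DsRed2 were seeded at 600 cells/well in Opti-MEM with 2% FBS, pin-dosed and incubated 48 h at 37°C. Acumen cytometry (488 nm) gave the GFP/RFP total-intensity ratio.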
RECQ1 inh = inhibitors of human RECQ1 DNA helicase; Potency, µM (titrated, usually from 57.3 µM), for the others: top-dose activity, negative = inhibition, most hits filed as inhibitors; AID 2549; RECQ1 DNA unwinding, red fluorescence kinetic read; 240,000 tested, 0.54% active; P46063;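 note: plate controls were vehicle for no effect and no enzyme for full effect; nearly all actives have a fitted effect of over 30% in size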
Target sequence (P46063 whole entry, looked up): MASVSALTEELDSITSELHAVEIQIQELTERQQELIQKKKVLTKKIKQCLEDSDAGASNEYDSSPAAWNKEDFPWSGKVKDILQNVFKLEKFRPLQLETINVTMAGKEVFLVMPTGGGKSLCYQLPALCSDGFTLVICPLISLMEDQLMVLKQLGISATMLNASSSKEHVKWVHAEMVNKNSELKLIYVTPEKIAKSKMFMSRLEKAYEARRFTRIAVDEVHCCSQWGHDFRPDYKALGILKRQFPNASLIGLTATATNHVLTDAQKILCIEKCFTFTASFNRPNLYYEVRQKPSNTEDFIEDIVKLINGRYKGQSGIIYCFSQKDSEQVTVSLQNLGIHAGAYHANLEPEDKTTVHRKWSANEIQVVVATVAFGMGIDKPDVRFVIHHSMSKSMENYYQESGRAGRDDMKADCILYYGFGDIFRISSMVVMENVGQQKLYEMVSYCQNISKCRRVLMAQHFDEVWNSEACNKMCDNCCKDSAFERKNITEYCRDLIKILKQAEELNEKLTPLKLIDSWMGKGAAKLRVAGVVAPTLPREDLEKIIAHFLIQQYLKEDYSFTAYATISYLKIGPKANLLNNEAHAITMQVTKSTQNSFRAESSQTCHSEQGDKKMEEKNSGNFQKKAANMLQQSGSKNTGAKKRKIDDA
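RECQ1T1 50 nM; forked duplex (20 bp + 30-nt ss tails) 200 nM, ATP 2 mM final; pH 8.0, 2 mM MgCl2, 2.5 ug/ml poly(dI-dC); 15 min compound preincubation; discontinuous kinetic read over 2 h at RT.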
* hit, by the source's call; i = inactive; ? = inconclusive; . = not tested or not shown; [ ] = dose if it differs, or a comment. Unless noted, calls come from the whole dose curve; as a rule, active = well fitted curve in the direction sought with a large enough effect; inconclusive = small, poorly fitted or top-dose-only effect, or another doubt; inactive = no such curve, though single readings can be large; an effect the other way counts as inactive or inconclusive. Potency is the fitted concentration of half-maximal effect.

SMILES	SMN2 splice enh	ALDH1A1 block	L3MBTL1 inh	Luc counter	Tau fibril ThT	JMJD2E inh	LMNA splice mod	RECQ1 inh
CC(C)CC1NC(=S)N(Cc2ccccc2)C1=O (stereo not given)	.	-13%	-3%	0%	-6%	1%	2%	1%
CC1(C)CC(=O)CC(=Nc2ccc(C(=O)O)cc2)C1	9%	?	1%	-1%	-2%	-8%	7%	-6%
Cc1ccccc1Cn1cc(S(=O)(=O)CC(=O)N2CCCCC2)c2ccccc21	-21%	?	-8%	1%	6%	5%	2%	i
CCCn1nnnc1NC(=O)COc1ccc(Br)cc1	-6%	14%	-26%	2%	8%	-7%	?	-4%
Cn1nc(-c2ccccc2)c(-c2nc(-c3ccccc3Cl)no2)c1Cl	-29%	-12%	.	0%	?	3%	24%	i
Nc1cc(Cl)nnc1Cl	.	.	-3%	.	-7%	6%	.	-8%
COc1ccc(-c2nn(-c3ccccc3)cc2C(=O)N/N=C/c2ccc([N+](=O)[O-])o2)cc1	-17%	3%	50%[activator]	0%	-1%	-22%	.	7%
O=C(COC(=O)c1cnccn1)NCc1ccccc1	-6%	6%	3%	1%	-5%	-1%	14%	-17%
O=C1NC(c2ccccc2)=NC1(Nc1ccccn1)C(F)(F)F (stereo not given)	11%[1.84 µM]	7%	6%	-1%	-4%	3%	-12%	-12%
CCC(=O)NC(Nc1nc(C)cs1)(C(=O)OC)C(F)(F)F (stereo not given)	3%	13%	3%	3%	-7%	3%	3%	7%
Cc1c(-c2ccco2)[n+](=O)c2c(n1[O-])CCCCC2	-14%	?	2%	-4%	0%	0%	-6%	-15%
CCN(CC#CCC(O)(c1ccccc1)c1ccccc1)C(C)C	5%	1%	3%	-3%	4%	?	-1%	3%

Exported with two lines to a compound: two of the compounds above
Below each compound: SMN2 splice enh | ALDH1A1 block | L3MBTL1 inh | Luc counter | Tau fibril ThT | JMJD2E inh | LMNA splice mod | RECQ1 inh
> CC1(C)CC(=O)CC(=Nc2ccc(C(=O)O)cc2)C1
    9% | ? | 1% | -1% | -2% | -8% | 7% | -6%
> Nc1cc(Cl)nnc1Cl
    . | . | -3% | . | -7% | 6% | . | -8%

Further entries:
SMILES	SMN2 splice enh	ALDH1A1 block	L3MBTL1 inh	Luc counter	Tau fibril ThT	JMJD2E inh	LMNA splice mod	RECQ1 inh
Nc1ccccc1S(=O)(=O)NC1=NCCCCC1	.	1%	2%	-5%	13%	-2%	?	10%
CC(C)=CC(=O)Nc1nnc(C(C)C)s1	11µM*	-5%	1%	4%	-5%	4%	3%	-10%
O=C(O)c1ccc(NS(=O)(=O)c2ccc3c(c2)C(=O)c2ccccc2C3=O)cc1	.	-2%	-23%	-2%	?	3%	-2%[46 µM]	11%
Cc1cc(C)cc(C(=O)N(NC(=O)Nc2ccc(Cl)cc2)C(C)(C)C)c1	-3%	8%	4%	2%	1%	-2%	16%	-2%
COc1ccc(S(=O)(=O)NCc2ccc3c(c2)OCO3)cc1C	-4%	-1%	.	18%	-10%	7%	-1%	-2%
CCOC(=O)C1C(=O)OC(C)(C)C1C(C)C(=O)c1ccc(C)cc1C (stereo not given)	-10%	5%	6%	0%	-8%	?	?	-10%
COc1cc(OC)cc(C(=O)N2CCN(C(=O)c3ccc(-c4ccccc4)cc3)CC2)c1	.	-16%	1%	1%	-6%	-8%	10%[46 µM]	26%
CCOC(=O)C1CCN(C(c2cccnc2)c2c(NC(=O)c3ccco3)sc(C)c2C)CC1 (stereo not given)	-35%[inhibitor]	?	1%	-3%	?	?	?	i
Cc1cc(N(CN2CCCC2=O)C(=O)c2ccc(F)cc2)no1	-3%	0%	5%	2%	2%	-5%	4%[0.0737 µM]	-3%
CCOC(=O)NC(=O)COC(=O)Cc1cc(OC)c(OC)c(OC)c1	10%	?	.	-3%	4%	-6%	2%	i
C1CCN(c2nc3nonc3nc2N2CCCCC2)CC1	-8%	?	-5%	-1%	1%	4%	3%	-14%
CN1CCN(C(=S)NC(=O)/C=C/c2cccc3ccccc23)CC1	?	-1%	-2%	1%	-4%	-7%	7%	13%
O=C(c1ccncc1)N1C2C=CC(C2)C1(C(F)(F)F)C(F)(F)F (stereo not given)	12%	1%	-9%	3%	-11%	?	-2%	-7%
C[N+]1(CCOc2ccc([N+](=O)[O-])cc2)CCOCC1	-7%	-2%	50%[activator]	-1%	11%	-21%	18%	-7%
Cc1c(C2=CCN(S(=O)(=O)c3ccc(Cl)cc3)CC2)c2ccccc2n1C	-4%	?	-13%	2%	-7%	?	2%	i
Cc1onc(-c2ccccc2Cl)c1C(=O)NCc1cccnc1	17%	7%	9%	-2%	1%	8%	-15%	i
CCCCS(=O)(=O)Nc1ccc(C(=O)NCC2CCCO2)cc1 (stereo not given)	?	7%	5%	1%	-5%	-11%	8%	0%
COc1ccc(C(=O)NC(=S)N2CCCc3ccccc32)cc1OC	0%	?	-8%[11.4 µM]	2%	?	?	.	-9%
S=c1[nH]nc(-c2ccc(Br)cc2)n1-c1ccc2c(c1)OCCO2	.	.	-8%	.	-18%	?	.	-5%
COc1ccccc1C1C(C(N)=O)=C(C)Nc2nc(-c3ccc(Cl)cc3)nn21 (stereo not given)	11%	12%	.	5%	-11%	-22%	-7%	-5%
COc1ccc(C(=O)N2CCC3(CC2)CN(CC(C)C)C3)cc1	4%	0%	.	0%	.	.	.	i
Cc1cc(S(=O)(=O)NCc2cccnc2)ccc1-n1cnnn1	16%	10%	.	2%	-4%	7%	-3%	-2%
Cc1cc(N2CCN(C(=O)c3ccco3)CC2)nc(-c2ccccc2)n1	-11%	6.3µM*	-13%	-6%	-13%	5%	?	-8%
COc1cccc(-c2ccc(C#N)c(SCC(=O)NCCc3cccc(Cl)c3)n2)c1	1%	?	-2%	-1%	-6%	?	17%	i
CCOC(=O)Cc1c(C)nc2cc(C)nn2c1C	7%	0%	-2%	-2%	8%	-4%	-2%	i
COc1ccc(N(CC(O)Cn2cnc3ccccc32)S(=O)(=O)c2ccc(C)cc2)cc1 (stereo not given)	-7%	?	0%	-1%	-10%	1%	?	-1%
Cc1cccc(C(=O)Nc2nnc(-c3ccc(C(C)(C)C)cc3)s2)c1	1%	2%	5%	-5%	-4%	10%	-15%	-16%
C=CCOC(=O)C1C(=O)CC(C)(O)C(C(=O)OCC=C)C1c1ccc(OC)cc1 (stereo not given)	-3%	3%	0%	2%	-3%	10%	-13%	3%
C=CCn1c(SCC(=O)Nc2c(C)n(C)n(-c3ccccc3)c2=O)nc2sc(C)c(C)c2c1=O	0%	0%	.	-4%	-15%	3%	13%	4%
CCCCN1C(=O)C2C(C(=O)Nc3cccc(OC)c3)C3C=CC2(O3)C1C(=O)NC1CCCCC1C (stereo not given)	-5%	3%	4%	-2%	-1%	-2%	-4%	-2%
Cc1ccc(/C=C/C(=O)O)cc1S(=O)(=O)N1CCCCC1	.	.	12%	.	1%	1%	.	-12%
CCOCCCNCc1ccc(OC)c(OC)c1	5%	-4%	3%	-2%	-8%	-25%	0%	-14%
COC(=O)Oc1ccc(/C=N/NC(=O)CN(c2ccccc2Br)S(C)(=O)=O)cc1OC	0%	11%	14%	-2%	0%	?	0%[0.0737 µM]	-9%
C=CCN1CC(c2nc3ccccc3n2Cc2cccc3ccccc23)CC1=O (stereo not given)	-3%	?	-12%	-4%	-17%	-7%	-3%	-5%
OCc1ccccc1	8%	8%	.	.	.	.	-7%	-6%
O=[N+]([O-])c1ccc(-c2cc(-c3ccc(Cl)cc3)n[nH]2)cc1	1%	7%	-1%	-3%	1.1µM*	-1%	15%	i
CCN(CC)CCNC(=O)CCCCCn1c(=O)[nH]c2cc(C(=O)OC)ccc2c1=O	-3%	?	.	2%	8%	-11%	7%	-7%
COc1ccc(NC(=O)CCCn2c(=O)[nH]c3ccccc3c2=O)cc1	-1%	3%	-7%	-2%	-11%	-5%	11%	1%
COCCCN=C1NN=C(c2cc(C)n(-c3ccccc3F)c2C)CS1	16%	25µM*	-26%	-3%	?	32µM*	.	-7%
O=C(Nc1cccc(S(=O)(=O)NC2=NCCCCC2)c1)c1cc(-c2ccncc2)nc2ccccc12	-6%	-5%	-5%	1%	-11%	12%	?	-9%
O=C(CN1CCN(C(=O)c2ccco2)CC1)Nc1c2c(nc3c1CCC3)CCCC2	.	?	-3%	.	-10%	-2%	2%	-1%
COc1ccc(CCNC(=O)CCCn2nc(C)c([N+](=O)[O-])c2C)cc1OC	.	-6%	.	2%	-5%	4%	?	4%
Cc1ccc(C)c(OCc2nc3ccc(S(=O)(=O)Nc4c(C)n(C)n(-c5ccccc5)c4=O)cc3[nH]2)c1	7%	2%	-6%	1%	?	14%	-16%[46 µM]	5%
CCOC(=O)c1cnc2c([N+](=O)[O-])cnn2c1C	10%	?	27%	-3%	-11%	-11%	.	i
CCOc1cccc(/C=N/NS(=O)(=O)c2ccc(C)c([N+](=O)[O-])c2)c1O	7%	4µM*	-37%	6%	-10%	-7%	-12%[46 µM]	2%
Cc1occc1C(=O)n1cnc2ccccc21	?	6%	-10%	0%	7%	11%	22%	-2%
CCC1CCc2c(sc3nc(SCC(=O)NCc4ccco4)n(-c4ccccc4)c(=O)c23)C1 (stereo not given)	-24%	?	2%	7%	-2%	?	0%	-1%
Cc1oc(-c2cccc(Cl)c2)nc1CN1CCCC(C(=O)NC(C)c2ccc3c(c2)OCCO3)C1 (stereo not given)	-58%[inhibitor]	?	.	4%	?	-8%	-7%	-4%
COc1ccc(CCNC(=O)CC2SC(=NCCc3ccccc3)NC2=O)cc1 (stereo not given)	-8%	28µM*	5%	0%	-4%	-1%	-10%	-10%
O=S1(=O)CCN2C(c3ccco3)=CSC2=N1	-10%	13%	-3%	11%	-11%	4%	8%	i
O=C(C1CCN(c2nnc(-n3cccc3)s2)CC1)N1CCN(Cc2ccc3c(c2)OCO3)CC1	-84%[inhibitor]	?	?	4%	1%	0%	?	2%

This is a subset, so the mix of outcomes need not match the whole.
